GSH bead fluor – compound fluorescence on glutathione beads, profiling panel, artefact control, biophysical, 488/530 nm, flow cytometry. GSH beads flow cytometry, compound fluorescence 488/530 nm; hits give high values. fluorescence (KMESF) at 10 µM. 190,000 compounds, 0.25% hits. AID 1776, 2009; in the data active = fluorescence above about 89;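 note: glutathione beads carrying GST-tagged Bcl family fusion proteins plus one bare bead set; values are compound well signal with DMSO vehicle wells as background; inactives centre near 16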
Mcl1 Bid PPI – Mcl-1/Bid binding inhibitors, primary screen, biochemical, TR-FRET, 1536-well | Induced myeloid leukemia cell differentiation protein Mcl-1 (Homo sapiens), Q07820 | TR-FRET Mcl-1/Bid-Dy647 peptide binding | inhibition, % at 21.7 µM | 220,000 compounds, 0.97% hits | AID 1021, 2008;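 active = compounds that cut the binding signal by more than half at the single screening dose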;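 note: His-tagged Mcl-1 with europium anti-His antibody binding Bid BH3 peptide; 0% = Mcl-1 plus peptide wells and 100% = peptide-only wells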
Target sequence (Q07820 whole entry, looked up): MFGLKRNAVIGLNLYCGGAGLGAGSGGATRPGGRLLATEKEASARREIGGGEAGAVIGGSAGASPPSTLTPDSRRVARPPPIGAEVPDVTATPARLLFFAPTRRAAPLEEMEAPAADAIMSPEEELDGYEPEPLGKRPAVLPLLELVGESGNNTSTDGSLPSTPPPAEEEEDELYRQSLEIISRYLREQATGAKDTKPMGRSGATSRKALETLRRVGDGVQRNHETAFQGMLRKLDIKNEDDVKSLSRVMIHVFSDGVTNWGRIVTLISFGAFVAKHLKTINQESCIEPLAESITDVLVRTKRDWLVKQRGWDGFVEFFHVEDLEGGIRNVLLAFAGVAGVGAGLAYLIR
Mcl1 Noxa PPI – Mcl-1/Noxa binding inhibitors, primary screen, biochemical, TR-FRET, 1536-well. Induced myeloid leukemia cell differentiation protein Mcl-1 (Homo sapiens), Q07820. AID 1022, 2008. 220,000 compounds, 1.5% hits. TR-FRET Mcl-1/Noxa peptide binding, 2 h. inhibition, % at 21.7 µM;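 active = compounds that cut the protein-peptide binding signal by more than 50% relative to plate controls in a single-dose test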;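 note: His-tagged Mcl-1 with rhodamine Noxa BH3 peptide and terbium anti-His antibody; 0% = Mcl-1 plus Noxa peptide wells and 100% = peptide-only wells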
Rac1 wt modul – wildtype Rac1 GTP binding modulators, primary screen, biochemical, GST-Rac1 beads, flow cytometry, multiplex; fluorescent GTP binding; actives lie on both sides; 0 = cold GTP competed, 100 = untreated; 190,000 compounds, 0.27% hits; Ras-related C3 botulinum toxin substrate 1 (Homo sapiens), P63000; GTP binding activity (% of control), % at 10 µM;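 active = GTP binding activity at least 20 points away from the 100% control level, either lower or higher; inconclusive = compound flagged as likely green fluorescent, judged across all proteins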
Rac1 act GTP bind – GTP binding modulators of activated mutant Rac1, primary screen, biochemical, bead-based flow cytometry, multiplex, fluorescent GTP. Ras-related C3 botulinum toxin substrate 1 (Homo sapiens), P63000. GST-Rac1 activated beads; actives lie on both sides; 100% means binding = to untreated wells. percent activity (GTP binding), % at 10 µM. 190,000 compounds, 0.11% hits. AID 764, 2007;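 active = GTP binding at least 20 percentage points away from the 100% baseline, in either direction, so actives lie on both sides; inconclusive = Compound likely fluorescent itself, or too few beads counted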
Rab2A wt mod – modulators of GTP binding to Rab2A wildtype, primary screen, biochemical, dog, bead-based flow cytometry, multiplex; Ras-related protein Rab-2A (Canis lupus familiaris), P61105; GST-Rab2 wt beads, Bodipy-GTP binding; GTP binding activity, % at 10 µM; 190,000 compounds, 0.19% hits; AID 760, 2007;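 active = GTP binding activity at least 20 points away from 100%, either lowered or raised; inconclusive = signal likely due to the compound's own green fluorescence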;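 note: 0% = beads with excess unlabeled GTP and 100% = no-compound control corrected for plate trend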
HRas wt GTP bind – modulators of GTP binding to HRas wildtype, primary screen, biochemical, bead-based flow cytometry, multiplex. AID 759, 2007. GTPase HRas (Homo sapiens), P01112. GTP binding activity, % at 10 µM. 190,000 compounds, 0.14% hits. GST-Ras wt beads, Bodipy-FL-GTP binding; actives lie on both sides;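 active = GTP binding activity at least 20% away from the 100% baseline, either lowered as inhibitor or raised as activator; inconclusive = flagged as likely green fluorescent, judged across all proteins in the well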;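 note: 0% = unlabeled GTP competition control and 100% = no-compound control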
Target sequence (P01112 whole entry, looked up): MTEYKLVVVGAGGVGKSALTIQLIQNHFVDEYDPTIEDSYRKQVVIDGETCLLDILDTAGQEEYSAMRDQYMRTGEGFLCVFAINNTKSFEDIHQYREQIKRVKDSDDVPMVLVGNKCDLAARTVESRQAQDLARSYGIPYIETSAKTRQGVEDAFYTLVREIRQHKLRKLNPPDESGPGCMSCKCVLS
Cdc42 wt GTP – modulators of GTP binding to wildtype Cdc42, primary screen, biochemical, multiplex bead flow cytometry, Bodipy-GTP; GST-Cdc42 beads; actives lie on both sides; Cell division control protein 42 homolog (Homo sapiens), P60953; 190,000 compounds, 0.2% hits; percent activity (GTP binding), % at 10 µM; AID 761, 2007;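 active = percent activity GTP binding at least 20 points away from the 100% baseline, either down as inhibitor or up as activator; inconclusive = compound flagged as likely green fluorescent from well-wide comparison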;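 note: median bead fluorescence of bound Bodipy-FL-GTP at 100 nM; 0% = excess unlabeled GTP control and 100% = no compound control; below 100% means less GTP binding so inhibitor and above means activator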
Target sequence (P60953 whole entry, looked up): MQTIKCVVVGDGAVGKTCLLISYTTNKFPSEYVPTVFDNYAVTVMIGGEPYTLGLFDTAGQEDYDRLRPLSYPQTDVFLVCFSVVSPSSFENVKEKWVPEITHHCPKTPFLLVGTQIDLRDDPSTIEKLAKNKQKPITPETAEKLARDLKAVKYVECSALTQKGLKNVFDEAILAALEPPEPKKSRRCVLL
Avidin fluor – green autofluorescence of compounds with avidin beads – biophysical, 488/530 nm, flow cytometry, artefact control, profiling panel | compound fluorescence 488/530 nm; hits give high values | fluorescence (KMESF) at 10 µM | 220,000 compounds, 0.38% hits; in the data active = fluorescence above about 47; note: inactives centre near 10
Pf gamet viab – late stage P. falciparum gametocyte viability inhibitors, primary screen, ATP luminescence, HTS; P. falciparum stage V gametocytes, 24 h; inhibition, % at 10.9 µM; 150,000 compounds, 0.065% hits;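 active = inhibition above the mean plus 3 SD of compounds within the control limits, set per campaign, cut at about 38% in these data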;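 note: 0% = DMSO wells and 100% = medium only without gametocytes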
Rab7 wt GTP bind – modulators of GTP binding to Rab7, primary screen, biochemical, wildtype, multiplex bead flow cytometry; Rab7 GTPase wild type (dog), Bodipy-FL-GTP binding; GST-Rab7 beads, fluorescent GTP binding; actives lie on both sides; untreated = 100%, excess cold GTP = 0%; GTP binding activity (percent of control), % at 10 µM; 190,000 compounds, 0.055% hits; AID 758, 2007;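 active = fluorescent GTP binding to Rab7 beads changed by at least 20 points from the 100% baseline, either direction, mostly lower; inconclusive = compound itself probably fluorescent, or too few beads counted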;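 note: median green fluorescence of bound Bodipy-FL-GTP per Rab7 bead population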
An asterisk follows results filed as active; ? = inconclusive; . = no result given. Outcome played no part in choosing rows. Share with any hit: about 3%.

molecule | GSH bead fluor | Mcl1 Bid PPI | Mcl1 Noxa PPI | Rac1 wt modul | Rac1 act GTP bind | Rab2A wt mod | HRas wt GTP bind | Cdc42 wt GTP | Avidin fluor | Pf gamet viab | Rab7 wt GTP bind
CCc1ccccc1-n1c(-c2ccncc2)n[nH]c1=S | 23 | -32 | 2 | 107 | 99 | 100 | 102 | 106 | 43 | . | 101
c1nnc(NC2=NCCC2)s1 | 52 | -34 | -9 | 97 | 97 | 99 | 98 | 96 | 4 | . | 96
O=C(NCCN1CCCCC1)c1ccc(=O)oc1 | 12 | -8 | 27 | 102 | 98 | 101 | 101 | 104 | 9 | -17 | 101
Cc1ccc(/C=C/C(O)=C2/C(=O)N(C)C3(C)CC2c2ccccc2O3)cc1 (centres undefined) | 28 | -2 | -5 | 97 | 97 | 99 | 99 | 98 | 9 | -7 | 97
O=C(N1CCOCC1)C12CCC3CC(CC(C3)C1)C2 | 10 | 0 | 12 | 94 | 93 | 101 | 99 | 95 | 11 | -14 | 99
COc1cc(NS(=O)(=O)c2ccc(NC(=O)C3CCCO3)cc2)nc(OC)n1 (centres undefined) | 14 | -22 | 5 | 99 | 96 | 97 | 98 | 99 | 30 | 13 | 96
CCNC(=O)NC(=O)C(C)SCc1ccccc1C (centres undefined) | 42 | -42 | -10 | 100 | 97 | 97 | 99 | 98 | 6 | . | 98
COc1cccc(N=c2oc3cc(O)ccc3cc2C(=O)NCC2CCCO2)c1 (centres undefined) | 9 | -9 | 12 | 102 | 95 | 98 | 96 | 95 | 8 | 1 | 103
O=c1c2cc(Br)ccc2nc2n1CCCCC2 | 17 | -17 | 19 | 100 | 100 | 105 | 105 | 104 | 10 | . | 99
CCOCC(=O)Nc1ccc2c(c1)OCCO2 | 26 | 4 | -7 | 102 | 100 | 102 | 102 | 102 | 35 | . | 98
COc1cccc(C(C#N)N2CCCCC2)c1O (centres undefined) | 33 | -1 | 26 | 104 | 98 | 102 | 101 | 100 | 11 | . | 101
COc1cccc(C(=O)/C=C/Nc2cc(C)ccc2O)c1 | 23 | -34 | 25 | 105 | 101 | 106 | 106 | 107 | 16 | -16 | 109
CC1Cc2cc(/C(O)=C3/C(=O)C(=O)N(CC4CCCO4)C3c3ccco3)ccc2O1 (centres undefined) | 24 | -33 | -3 | 96 | 91 | 95 | 96 | 96 | 110* | -9 | 96
Cc1cccc(NS(=O)(=O)c2cnc[nH]2)c1 | 22 | 6 | 18 | 105 | 101 | 100 | 101 | 104 | 7 | -11 | 100
CC(=O)N1CCc2cc(S(=O)(=O)NCCC(=O)N3CCN(Cc4ccccc4)CC3)ccc21 | 6 | -34 | 7 | 96 | 95 | 97 | 98 | 97 | 19 | 1 | 99
CN(C)c1ccc(CNn2cnnc2SCC(=O)NC(C)(C)C)cc1 | 10 | -32 | 18 | 101 | 98 | 101 | 99 | 101 | 10 | 15 | 103
CCOC(=O)c1nnc(-c2ccccc2)o1 | 21 | -12 | -1 | 104 | 100 | 102 | 100 | 107 | 16 | 27 | 97
COc1ccc(OC)c(-c2csc(NC(=O)CSc3ccc([N+](=O)[O-])cc3)n2)c1 | 13 | -9 | 14 | 102 | 103 | 99 | 99 | 102 | 11 | -34 | 97
Cc1ccc(C(=O)N2CCC(Cc3ccccc3)CC2)cc1[N+](=O)[O-] | 12 | -3 | 3 | 93 | 92 | 93 | 93 | 93 | 10 | -3 | 94
Cc1nnc(SCC(=O)NC2CCS(=O)(=O)C2)n1Cc1ccccc1 (centres undefined) | 11 | -14 | 5 | 98 | 97 | 97 | 94 | 95 | 14 | 4 | 96
CN(C(=O)CS(=O)(=O)Cc1ccccc1Cl)c1ccccc1 | 19 | -14 | 19 | 99 | 95 | 100 | 98 | 97 | 12 | 16 | 105
O=C(NCc1ccco1)Oc1ccccc1 | 27 | -34 | -5 | 97 | 96 | 99 | 100 | 100 | 16 | . | 100
CCn1c(C)[n+](CCOC(C)=O)c2cc(Cl)c(Cl)cc21 | 17 | -52 | 13 | 100 | 96 | 98 | 98 | 98 | 12 | -6 | 97
Cc1ccccc1NCC(=O)N/N=C\c1ccc([N+](=O)[O-])s1 | 13 | -53 | 11 | 101 | 96 | 98 | 100 | 98 | 8 | -5 | 98
COC(=O)C(NC(C)=O)(Nc1nc2ccc(C)cc2s1)C(F)(F)F (centres undefined) | 29 | 0 | . | 92 | 94 | 95 | 96 | 97 | 15 | . | 96
Cc1ccccc1NC(=O)CSc1nc(COc2ccccc2)nc2ccccc12 | 16 | 39 | -2 | 99 | 97 | 97 | 95 | 98 | 32 | . | 94
CCOc1ccc(S(=O)(=O)N2CCN(c3ccc(OC)cc3)CC2)c2cccnc12 | 13 | -7 | 9 | 109 | 100 | 102 | 102 | 105 | 8 | . | 103
COc1ccccc1CNc1ncnc2c1nnn2Cc1ccccc1 | 43 | 1 | 9 | 104 | 99 | 102 | 102 | 103 | 6 | . | 102
N#C/C(=C\c1ccccc1)C(=O)N(c1ccccn1)C1CCCCC1 | 16 | -42 | 20 | 101 | 98 | 99 | 100 | 95 | 15 | -11 | 102
CCc1ccc(NC(=S)N2CCN(c3cccc(OC)c3)CC2)cc1 | 11 | -15 | 12 | 97 | 96 | 96 | 96 | 96 | 11 | 19 | 92
O=C1N/C(=N/c2ccccn2)SC1Cc1ccccc1 (centres undefined) | 8 | -12 | 18 | 102 | 98 | 101 | 102 | 100 | 11 | . | 103
Cc1nn(Cc2ccc(F)cc2)c2sc(C(=O)Nc3ccccc3N3CCOCC3)cc12 | 7 | 5 | -5 | 99 | 100 | 101 | 98 | 94 | 6 | 1 | 97
COc1ccccc1N(CC(=O)N(c1ccccc1)C(C)C)S(=O)(=O)c1cccs1 | 12 | 6 | 9 | 96 | 97 | 100 | 100 | 96 | 22 | 4 | 102
CC1(C)CC(=O)C2=C(C1)OC(N)=C([N+](=O)[O-])C2c1ccc(C#N)s1 (centres undefined) | 13 | -38 | 23 | 99 | 95 | 96 | 97 | 98 | 10 | 7 | 98
Cc1ccc(C)c(-c2cc(C(=O)Nc3sc(C)c(C)c3C(N)=O)c3ccccc3n2)c1 | 16 | -1 | 18 | 101 | 100 | 100 | 100 | 101 | 36 | . | 100
Cc1ccc(S(=O)(=O)c2nc(Nc3nccs3)sc2Cl)cc1 | 35 | -11 | 11 | 103 | 95 | 96 | 97 | 104 | 15 | -73 | 94
CCOC(=O)c1c(C)sc2c1N(C(=O)CN1CCOCC1)c1cc(Cl)ccc1S2 | 19 | 18 | 6 | 105 | 100 | 103 | 103 | 104 | 5 | 16 | 104
O=C(O)c1cccc(Nc2cc(Cl)c3nonc3c2[N+](=O)[O-])c1 | 18 | -21 | 27 | ? | ? | ? | ? | ? | 8 | 17 | ?
CN(C)CCN1C(=O)c2oc3ccccc3c(=O)c2C1c1ccc(F)cc1 (centres undefined) | 57 | 9 | 7 | 102 | 99 | 101 | 100 | 101 | 5 | 5 | 99
O=C(NCc1ccc2c(c1)OCO2)C1CCN(S(=O)(=O)N2CCOCC2)CC1 | 30 | -2 | 23 | 108 | 101 | 98 | 101 | 105 | 6 | -23 | 101
O=C(COc1ccc(S(=O)(=O)NC2CCCCC2)cc1)NC1CCCC1 | 11 | -8 | 13 | 100 | 95 | 98 | 97 | 101 | 11 | -14 | 101
O=C(COC(=O)c1ccc2c(c1)OCCO2)NCc1ccccc1 | 21 | -20 | -12 | 104 | 100 | 100 | 101 | 101 | 11 | . | 100
Nc1c(C(=O)NCc2ccccc2)sc2nc3c(cc12)C(=O)CCC3 | 30 | -35 | -1 | 100 | 98 | 101 | 103 | 101 | 15 | . | 102
CC(C)=NOc1cc(NC(=O)CCl)cc([N+](=O)[O-])c1 | 13 | -4 | 5 | 104 | 98 | 99 | 101 | 100 | 4 | . | 102

Single records, as listed above. Order of screens: GSH bead fluor, Mcl1 Bid PPI, Mcl1 Noxa PPI, Rac1 wt modul, Rac1 act GTP bind, Rab2A wt mod, HRas wt GTP bind, Cdc42 wt GTP, Avidin fluor, Pf gamet viab, Rab7 wt GTP bind
`O=C1N/C(=N/c2ccccn2)SC1Cc1ccccc1` (centres undefined) across the screens: 8, -12, 18, 102, 98, 101, 102, 100, 11, ., 103
`CC1(C)CC(=O)C2=C(C1)OC(N)=C([N+](=O)[O-])C2c1ccc(C#N)s1` (centres undefined) across the screens: 13, -38, 23, 99, 95, 96, 97, 98, 10, 7, 98
`O=C(COc1ccc(S(=O)(=O)NC2CCCCC2)cc1)NC1CCCC1` across the screens: 11, -8, 13, 100, 95, 98, 97, 101, 11, -14, 101
`Nc1c(C(=O)NCc2ccccc2)sc2nc3c(cc12)C(=O)CCC3` across the screens: 30, -35, -1, 100, 98, 101, 103, 101, 15, ., 102

High-throughput results deposited in PubChem by several laboratories.
